GPR151 ag: activators of human GPR151, primary screen, cell-based, PathHunter beta-arrestin, luminescence; G-protein coupled receptor 151 (Homo sapiens), Q8TDV0; PathHunter beta-arrestin GPR151 cells; activation, % at 11.2 µM; hit rate 1% among 650,000; in the data active = activation above about 4.9%;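 also: 0% = median of compound wells and 100% = cells with positive control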
Target sequence (Q8TDV0 whole entry, looked up): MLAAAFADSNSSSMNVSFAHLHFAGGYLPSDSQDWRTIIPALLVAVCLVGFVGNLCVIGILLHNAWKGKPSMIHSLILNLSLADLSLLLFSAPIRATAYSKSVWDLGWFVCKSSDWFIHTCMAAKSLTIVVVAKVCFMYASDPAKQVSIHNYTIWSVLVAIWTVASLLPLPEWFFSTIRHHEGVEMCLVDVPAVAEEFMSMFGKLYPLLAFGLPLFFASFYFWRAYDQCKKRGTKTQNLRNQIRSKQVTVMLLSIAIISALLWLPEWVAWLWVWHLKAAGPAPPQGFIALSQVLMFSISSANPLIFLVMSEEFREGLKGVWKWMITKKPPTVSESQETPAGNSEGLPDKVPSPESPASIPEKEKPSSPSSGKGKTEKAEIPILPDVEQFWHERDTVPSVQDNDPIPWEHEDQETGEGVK
FBW7 activator: FBW7 E3 ligase activators, primary screen, biochemical, AlphaScreen, human | AlphaScreen FBW7–phospho-cyclin E peptide binding, activator screen | hit rate 0.13% among 650,000 | F-box/WD repeat-containing protein 7 (Homo sapiens), Q969H0 | normalized activity (activation), % at 26.1 µM; in the data active = normalized activity above about 1.9%;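 also: purified mutant Fbw7 with reduced substrate affinity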
Target sequence (Q969H0 whole entry, looked up): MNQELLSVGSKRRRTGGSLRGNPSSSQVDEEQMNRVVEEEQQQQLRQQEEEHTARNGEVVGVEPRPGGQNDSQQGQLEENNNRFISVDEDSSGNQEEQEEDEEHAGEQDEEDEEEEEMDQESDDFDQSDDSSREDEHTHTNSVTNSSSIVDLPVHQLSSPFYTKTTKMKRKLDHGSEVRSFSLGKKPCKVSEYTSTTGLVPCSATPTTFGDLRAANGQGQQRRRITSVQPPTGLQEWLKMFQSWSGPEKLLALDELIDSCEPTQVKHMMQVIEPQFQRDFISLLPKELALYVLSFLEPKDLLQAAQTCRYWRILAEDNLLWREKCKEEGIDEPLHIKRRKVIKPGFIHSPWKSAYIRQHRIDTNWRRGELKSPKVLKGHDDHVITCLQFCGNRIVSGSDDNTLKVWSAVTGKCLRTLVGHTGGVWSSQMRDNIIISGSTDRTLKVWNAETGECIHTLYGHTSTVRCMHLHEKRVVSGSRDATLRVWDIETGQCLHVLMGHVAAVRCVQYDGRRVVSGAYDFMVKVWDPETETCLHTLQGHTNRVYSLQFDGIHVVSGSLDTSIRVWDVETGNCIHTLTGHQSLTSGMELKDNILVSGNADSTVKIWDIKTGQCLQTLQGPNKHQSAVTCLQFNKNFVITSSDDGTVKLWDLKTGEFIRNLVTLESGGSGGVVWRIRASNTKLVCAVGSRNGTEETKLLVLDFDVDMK
TEAD-YAP inh: TEAD-YAP interaction inhibition, primary screen, TEAD-YAP interaction inhibitor project, luminescence, HEK-TIYL cells. TEAD-Gal4/YAP UAS-luciferase luminescence. inhibition, % at 9.12 µM. hit rate 1.4% among 640,000. AID 1259422, 2018; in the data active = inhibition above about 32%;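 also: 0% = median of test compound wells and 100% = reference inhibitor wells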
MITF inh: MITF inhibitors, primary screen, biochemical, AlphaScreen, human; Microphthalmia-associated transcription factor (Homo sapiens), O75030; AlphaScreen MITF homodimerization, bead proximity signal; inhibition, % at 2.6 µM; hit rate 0.91% among 650,000; AID 1259374, 2018; in the data active = inhibition above about 50%;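 also: 0% = vehicle wells with protein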
* marks the source's active call; other numbers are inactive results; · = no result given. This is a random part of the collection; 3.4% or so of the library scored in one or more.

SMILES	GPR151 ag	FBW7 activator	TEAD-YAP inh	MITF inh
Cc1ccc(N(C(=O)Cc2ccc(F)cc2)C2C=CS(=O)(=O)C2)cc1 (stereo not given)	0.1	-0.1	-3	3
CN(C)c1ccc(CCCNC(=O)Cc2cccs2)cc1	-0.9	-0.2	15	7
CCCCN(C(=O)COc1ccc(NC(C)=O)cc1)C1CCS(=O)(=O)C1 (stereo not given)	4.6	0.0	-3	-2
Cc1ccc(-c2ncn(-c3ccc(Nc4ncc(F)c(-c5cc(N6CCOCC6)cc(C(F)(F)F)c5)n4)cc3)n2)cn1	1.0	0.3	3	8
CCCNS(=O)(=O)c1ccc(OCC(=O)Nc2ccccc2Br)cc1	-0.1	0.0	11	4
COc1ccc2c(c1)sc1ncc(C(=O)N(C)CCO)c(=O)n12	-0.9	0.1	-5	3
Cc1ccc(C)c(OCC(=O)Nc2ccc(C(=O)NCC(C)C)cc2)c1	2.8	-0.1	5	-1
CC(C)(C)n1nnnc1CN1CCC(NC(=O)Nc2ccc(F)cc2)CC1	0.1	0.3	-1	7
N#C/C(=C\c1ccc(F)cc1)C(=O)Nc1ccccc1Br	-0.4	0.0	-1	-5
O=C(CNCC1CCCO1)Nc1ccccc1F (stereo not given)	-0.8	0.7	3	24
CC(=O)N[C@H]1[C@H](Oc2ccccc2C(=O)NCc2ccccc2)O[C@H](COC(C)=O)[C@@H](OC(C)=O)[C@@H]1OC(C)=O	0.2	-0.1	-2	-1
COC(=O)c1c(NC(=O)/C(C#N)=C/c2cccc([N+](=O)[O-])c2)sc2c1CCCC2	0.5	0.2	2	5
Cc1cccc(N(CC(=O)Nc2cccc(Br)c2)S(C)(=O)=O)c1C	-0.9	0.2	-8	14
COc1cc(CN2CCN(Cc3cccn3-c3ncccn3)CC2CCO)cc(OC)c1 (stereo not given)	-1.1	0.5	-3	4
CCOC(=O)C1CCCN(CC2CCCCC2)C1 (stereo not given)	0.9	-0.3	6	-1
CC(C)(c1ccccc1)c1ccc(OCC(O)CN2CCCCC2)cc1 (stereo not given)	-0.4	-0.1	-3	3
COc1ccc(C2(C(F)(F)F)NC(=O)N3CCN=C3S2)cc1 (stereo not given)	0.6	-0.3	-9	-5
COc1cc2ccccc2cc1C(=O)Nc1sc2c(c1C#N)CCCC2	1.4	0.0	1	-16
Cc1cc(=O)oc2c1ccc1oc(/C(=N/O)c3ccccc3)c(C)c12	1.5	0.2	-20	9
Cc1ccccc1N1CCN(C(=O)C2CCCCC2)CC1	2.8	0.3	7	14
COc1ccc(CNC(=O)C2CCCN2c2nc(C)c3ccccc3n2)cc1 (stereo not given)	0.6	0.0	4	-17
N#Cc1cnc(N)nc1-c1ccc(Cl)cc1	0.9	-0.2	-8	2
CC(=O)c1cccc(N2COc3ccc(Br)cc3C2)c1	-0.1	0.0	8	-3
CCC1CCC2(CC1)SCC(=O)N2c1ccc(F)c(Cl)c1 (stereo not given)	-0.3	-0.1	-4	-2
Cc1cc(C)nc(SCc2cc(=O)c(OC(=O)c3cccc(Cl)c3)co2)n1	-2.6	-0.1	-4	9

Laid out differently: 6 of the compounds above.
Screens in order – GPR151 ag | FBW7 activator | TEAD-YAP inh | MITF inh
- CCCCN(C(=O)COc1ccc(NC(C)=O)cc1)C1CCS(=O)(=O)C1 (stereo not given)
→ 4.6 | 0.0 | -3 | -2
- Cc1ccc(-c2ncn(-c3ccc(Nc4ncc(F)c(-c5cc(N6CCOCC6)cc(C(F)(F)F)c5)n4)cc3)n2)cn1
→ 1.0 | 0.3 | 3 | 8
- CCCNS(=O)(=O)c1ccc(OCC(=O)Nc2ccccc2Br)cc1
→ -0.1 | 0.0 | 11 | 4
- COc1ccc2c(c1)sc1ncc(C(=O)N(C)CCO)c(=O)n12
→ -0.9 | 0.1 | -5 | 3
- Cc1ccc(C)c(OCC(=O)Nc2ccc(C(=O)NCC(C)C)cc2)c1
→ 2.8 | -0.1 | 5 | -1
- CC(C)(C)n1nnnc1CN1CCC(NC(=O)Nc2ccc(F)cc2)CC1
→ 0.1 | 0.3 | -1 | 7

Profiles, looked up by structure. Order of values: GPR151 ag, FBW7 activator, TEAD-YAP inh, MITF inh
Shown for N#C/C(=C\c1ccc(F)cc1)C(=O)Nc1ccccc1Br = -0.4, 0.0, -1, -5
Shown for COc1ccc(C2(C(F)(F)F)NC(=O)N3CCN=C3S2)cc1 (stereo not given) = 0.6, -0.3, -9, -5
Shown for CCC1CCC2(CC1)SCC(=O)N2c1ccc(F)c(Cl)c1 (stereo not given) = -0.3, -0.1, -4, -2

Following part
SMILES	GPR151 ag	FBW7 activator	TEAD-YAP inh	MITF inh
CCOC(=O)c1ccc(CSc2ncn[nH]2)o1	0.6	0.0	-1	-5
CC(=O)c1cnc2cc(-c3ccc(Cl)cc3)nn2c1C	2.0	-0.1	-29	1
C=CCNS(=O)(=O)c1sc2c(c1C(=O)OC)CCN(CCCc1ccccc1)C2	-0.7	0.0	0	-7
O=C(CSc1nncs1)N1CCN(C(=O)CSc2nncs2)CC1	-0.8	0.4	6	7
CN(C)c1ccc(C(=O)OCC(=O)c2cccs2)cc1	-0.6	-0.1	-27	-12
CCCS(=O)(=O)N1CCN(C(=O)CC(C)C)CC1	-1.7	0.0	0	-1
Cc1ccc(SC(C)C(=O)Nc2ccc(CC#N)cc2)cc1 (stereo not given)	0.6	-0.1	11	10
NC(C(=O)O)c1cccc(O)c1 (stereo not given)	-0.4	0.1	·	12
CCOc1cc(CN2CCc3nnc(C(C)NC(=O)c4cccnc4)n3CC2)ccc1O (stereo not given)	-0.7	0.2	-2	-8
Cc1nn(C(C)C(=O)NCc2ccccc2)c(C)c1[N+](=O)[O-] (stereo not given)	0.6	-0.1	-5	-4
CC(=O)OCC1OC(Sc2ccc(Cl)cc2)C(OC(C)=O)C(OC(C)=O)C1COC(C)=O (stereo not given)	2.3	0.0	2	-6
O=C(C1CCCCC1)N1CCOCC1	1.4	0.1	-1	4
COc1cccc(NC(=O)CCC2CCN(C(=O)c3cn[nH]c3C)CC2)c1	-1.1	0.0	0	-5
COCCn1c(SCC(=O)N2c3ccccc3CC2C)nnc1C(C)C (stereo not given)	1.4	0.0	2	3
O=C(c1ccc2ncccc2c1)N1CCCC(N2CCC(CO)CC2)C1 (stereo not given)	1.2	-0.1	-11	-12
CSCCC(C(=O)N1CCCCC1)N1C(=O)C2C3c4ccccc4C(c4ccccc43)C2C1=O (stereo not given)	0.4	-0.3	4	6
O=S(=O)(Cc1ccc(Cl)cc1)N1CCc2ccccc21	0.6	-0.1	-12	4
O=C(CSc1nnc(-c2ccncc2)n1-c1ccc(Cl)cc1)Nc1nccs1	-0.7	0.3	4	4
O=C(Nc1ccc2c(c1)oc1ccccc12)c1cccc(C(=O)Nc2ccc3c(c2)oc2ccccc23)c1	-0.1	-0.1	1	6
CC1CC(C)CN(C(=O)CSc2nnc(-c3ccc(Cl)s3)o2)C1 (stereo not given)	-0.3	-0.2	0	-1
COc1cc(C(=O)Oc2ccccc2N)cc(OC)c1OC	4.0	0.0	3	5
CCCNC(=O)NC(=O)CSc1n[nH]c(COc2ccc(Cl)c(C)c2)n1	-0.9	-0.2	-3	-2
CCCCOc1ccc(C(=O)N2CCN(c3ncccn3)CC2)cc1	0.0	0.3	6	6
COC(=O)COc1ccccc1/C=C1/NC(=O)N(Cc2ccc(F)cc2)C1=O	1.8	0.1	4	0
Cc1ccc(-n2cc(CN3CCN4C(=O)[C@H](Cc5ccccc5)N(C)C(=O)[C@H]4C3)cn2)cc1	1.7	0.1	6	3

(continued)
SMILES	GPR151 ag	FBW7 activator	TEAD-YAP inh	MITF inh
O=C(O)COc1ccc(CO)cc1Cl	-0.8	0.4	16	13
COc1ccc(NC(=O)C(Cc2ccccc2)N2Cc3ccccc3C2=O)cc1 (stereo not given)	-0.6	-0.1	-6	-7
Cc1csc(NC(=O)Cc2ccccc2[N+](=O)[O-])n1	-0.6	0.7	-9	6
CCOC(=O)CCN(Cc1ccccc1)S(=O)(=O)c1ccc(Br)cc1	-0.7	0.2	1	8
O=c1oc2c(CN3CCCCCC3)c(O)ccc2cc1-c1nc2ccccc2s1	-0.1	1.3	2	-15
COc1cc2ccccc2cc1C(=O)NC(C)Cc1ccccc1 (stereo not given)	-0.1	-0.1	-53	0
O=C(CCCCCN1C(=O)c2ccccc2C1=O)NCCc1c[nH]c2ccccc12	0.1	0.0	13	-1
COC(=O)c1ccccc1NC(=S)NC(=O)c1cccs1	1.4	-0.3	-5	-3
N#Cc1ccc(-c2cnn3c(NCCc4cccnc4)ccnc23)cc1	2.2	-0.5	13	-1
O=S(=O)(NCc1ccco1)c1cccc(-c2nnc(-c3ccccc3)o2)c1	-0.3	0.0	2	8
Cc1cc(=O)[nH]c(NNC(=S)Nc2ccc(Cl)c(F)c2)n1	-1.1	0.0	5	1
Cc1cc(C)n(C(=O)/C=C/c2c(F)cccc2Cl)n1	0.4	0.3	18	10
O=C(Nc1cc([N+](=O)[O-])ccc1O)c1cccc(C(=O)Nc2cc([N+](=O)[O-])ccc2O)c1	-0.2	0.3	-6	14
O=C(Nc1ccc(I)cc1F)c1ccc2c(c1)OCO2	-2.7	-0.1	-54	0
Cc1c(Cl)cccc1NC(=O)CSC1=C(C#N)C(c2ccc([N+](=O)[O-])cc2)CC(=O)N1 (stereo not given)	0.6	-0.2	2	-6
CC(=O)c1ccc(NC(=O)CSc2nnc(Cc3cccc4ccccc34)n2C)cc1	0.3	0.3	-19	2
CNC(=O)N1c2ccccc2CCc2ccccc21	1.5	0.1	6	4
COc1ccc2c(=O)cc(C(=O)O)oc2c1CCl	-0.7	-0.2	7	10
Cc1cc(C)cc(NC(=O)C2CCC(Cn3c(=S)[nH]c4ccccc4c3=O)CC2)c1 (stereo not given)	0.7	-0.1	4	-2
Cc1ccc(Oc2ccc(NC(=O)c3ccc(NC(=O)C(F)(F)F)cc3)cc2)cc1	-1.1	-0.1	7	-2
CCOC(=O)Nc1cc([N+](=O)[O-])ccc1C	3.5	0.7	5	3
CCOC(=O)C1=CN(c2ccc(OCC)cc2)C=C(C(=O)OCC)C1c1ccc(OC)cc1	1.0	0.0	4	-1
O=C(NCN1C(=O)C2C3C=CC(C3)C2C1=O)Nc1ccccn1 (stereo not given)	2.1	-0.2	0	-1
O=C(CSc1nncs1)c1ccc(-c2ccccc2)cc1	1.2	-0.2	-53	-12
O=C(Nc1ccc(I)cc1)c1cccc(F)c1	1.2	0.1	-57	14

The listing continues.
SMILES	GPR151 ag	FBW7 activator	TEAD-YAP inh	MITF inh
O=C(c1ccc(S(=O)(=O)N2CCc3ccccc3C2)cc1)N1CCCC1	-2.7	0.2	8	20
CCCCSc1nc2c(c(=O)n1CC)SC(C)C2 (stereo not given)	3.4	0.0	1	10
Cc1cc(/C=N/N2CCN(C)CC2)c(C)n1-c1ccc(Cl)cc1	-1.2	-0.2	-3	3
Cc1cccc(-n2c(C)cc(/C=C3/C(=N)N4C=CSC4=NC3=O)c2C)c1C	-0.9	0.0	46*	-1
CCOC(=O)CC(=O)CSc1nc2sc(C(=O)OCC)c(C)c2c(=O)n1Cc1ccc2c(c1)OCO2	-1.1	0.1	-7	15
CCc1ccc(N(C)S(=O)(=O)c2ccc3[nH]cc(C(=O)O)c(=O)c3c2)cc1	-0.2	0.1	6	20
c1ccc(CN2CCC(Nc3nc(NCCN4CCOCC4)nc4c3ncn4C3CCCCC3)CC2)cc1	-1.7	-0.1	10	2
NC(=O)c1c(NC(=O)c2ccc(NC(=O)C(F)(F)F)cc2)sc2c1CCCC2	0.2	0.2	-25	12
CCOC(=O)C1(Cc2ccccc2C)CCCN(C(=O)CCc2cnccn2)C1 (stereo not given)	-0.2	0.2	-25	-6
COc1cc2c(cc1OC)C(COc1ccc(F)cc1)N(C(=O)c1cccc(OC)c1OC)CC2 (stereo not given)	-0.1	0.0	-5	-2
Cc1cccnc1CCNC(=O)c1cc(COc2ccc3ncccc3c2)on1	0.8	0.2	26	18
O=C(CNc1ccc(Cl)cc1)N/N=C/c1cc(Cl)ccc1O	1.6	0.0	10	10
Cc1ccc(CCNC(=O)CN2C(=O)CCSc3ccccc32)cc1	0.8	0.1	7	-4
CC(C)(C)c1ccc(C(=O)NNC(=O)c2ccc(F)cc2)cc1	2.3	-0.1	-3	-1
CN(C)c1ncc(-c2nc3cnccn3c2NCCc2ccccc2)cn1	-0.1	0.1	-30	-12
O=C(N[C@H]1C[C@H]2C(=O)N[C@H](Cc3ccccc3)C(=O)N2C1)c1cccnc1	4.1	0.1	-4	-14
Cc1cccc(OC(C)C(=O)N2CCc3ccccc32)c1 (stereo not given)	2.8	-0.1	11	-4
Cc1nc(NCc2ccoc2)sc1-c1ccn(CC2CC2)n1	0.0	0.0	8	8

Results in GPR151 ag, TEAD-YAP inh and FBW7 activator, for 4 of the compounds above:
| molecule | GPR151 ag | TEAD-YAP inh | FBW7 activator |
| --- | --- | --- | --- |
| COC(=O)c1ccccc1NC(=S)NC(=O)c1cccs1 | 1.4 | -5 | -0.3 |
| N#Cc1ccc(-c2cnn3c(NCCc4cccnc4)ccnc23)cc1 | 2.2 | 13 | -0.5 |
| O=S(=O)(NCc1ccco1)c1cccc(-c2nnc(-c3ccccc3)o2)c1 | -0.3 | 2 | 0.0 |
| Cc1cc(=O)[nH]c(NNC(=S)Nc2ccc(Cl)c(F)c2)n1 | -1.1 | 5 | 0.0 |
